Giardia kill: Giardia lamblia killing; actives 0.15% (n = 340,000); Giardia lamblia trophozoite viability; activity change, % at 7.66 µM, hits read low; in the data active = activity change below about -80%; inconclusive = between about -30% and that limit;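 note: parasites exposed to compound for two days anaerobically before the ATP read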
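Luminescence from cellular ATP indicates surviving trophozoites (100 cells/well) following 48 hrs anaerobic compound treatment at 37 deg C; signal develops 15-30 min at room temperature.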
Coupling enz: inhibits coupling enzyme system, counter-screen for aldolase hits | coupling enzyme system counterscreen, AmpLite Red fluorescence | activity change, negative = inhibition, % at 58.2 µM, hits read low | actives 0.67% (n = 290,000); in the data active = activity change below about -30%
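Activity here indicates interference with the coupling reaction, not aldolase inhibition. Compounds at 57.5 uM final met coupling enzymes for 10 min at RT; substrate and AmpLite Red detection followed, with a 525/598 nm fluorescence read after 20 min.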
Active calls of the source: *; i = inactive; u = inconclusive; x = not tested or not shown; & = joins results of further samples; [ ] = dose if it differs, or a comment. % is set by controls: 0 for no effect and ±100 for the full control effect.

SMILES | Giardia kill | Coupling enz
O=S(=O)(c1ccc2c(c1)OCO2)N1CCN(c2nc(-c3cccs3)nc3ccccc23)CC1 | -18 | x
CCCN1C(=O)c2ccccc2NC1c1ccc(OC)c(COc2ccc([N+](=O)[O-])c(C)c2)c1 (stereo not given) | 2 | x
O=C(Cc1ccccc1)Nc1sc2c(c1C(=O)Nc1ccc(Cl)cc1)CCCC2 | 0 | x
O=C(Nc1ccc(C(F)(F)F)cc1)C(Cc1ccccc1)n1cccc1 (stereo not given) | -18 | x
N#CCCn1cc(CNCc2cccnc2)c(-c2ccccc2)n1 | -1 | x
Cc1ccc(-n2c(-c3ccccc3)nsc2=NC#N)cc1 | -6 | x
Cc1ccc(C)c(OCCn2c(CCNC(=O)C3CCCCC3)nc3ccccc32)c1 | 3 | x
COc1ccccc1CCNc1ncnc2nc[nH]c12 | 7 | x
Cc1ccc(S(=O)(=O)N2CCN(c3cc(-c4cccs4)nc4ccccc34)CC2)cc1 | 6 | x
O=C(Cc1ccccc1)Nc1sc2c(c1C(=O)Nc1ccc(Br)cc1)CCCC2 | 21 | x
Cc1ccn2c(NC3CCCCC3)c(-c3ccc(C)o3)nc2c1 | -15 | x
COc1ccc2c(c1)c1nnc(SCCN3CCOCC3)nc1n2C | 10 | x
O=C(Nc1nnc(Cc2ccc(Cl)cc2)s1)C1CCN(C(=O)c2ccco2)CC1 | -25 | x
Clc1ccc(Cn2cc3c(n2)-c2cc4ccccc4n2C3)cc1 | 11 | x
O=C(COC(=O)C12CC3CC(CC(O)(C3)C1)C2)NCc1ccco1 | 13 | x
O=S(=O)(/N=C(/Sc1ccc(Cl)cc1)c1ccccc1)c1ccccc1 | -2 | x
Cc1ccc2[nH]c(=O)c(CN(CCCO)Cc3nnnn3Cc3ccco3)cc2c1 | -10 | x
COc1ccc(C2Nc3ccccc3C(=O)N2c2ccccc2)cc1COc1ccc(NC(C)=O)cc1 (stereo not given) | u | x
O=S(=O)(c1cccc(C(F)(F)F)c1)N1CCN(c2nc(-c3cccs3)nc3ccccc23)CC1 | 27 | x
CCOC(=O)c1ccccc1Nc1cc(C)nc2nc(-c3ccco3)nn12 | u | x
Oc1ccc(Cl)cc1C1C=C(c2ccc3c(c2)OCO3)NC(c2c(F)cccc2Cl)N1 (stereo not given) | -23 | x
CNC(=O)c1ccc2nc(-c3ccccc3)c(-c3ccccc3)nc2c1 | 22 | x
CC1(C)C2CCC1(C)C(NC(=O)COC(=O)c1ccc(S(C)(=O)=O)c([N+](=O)[O-])c1)C2 (stereo not given) | -3 | x
CNc1oc(/C=C/c2cc(OC)c(OC)c(OC)c2)nc1C#N | 8 | x
Brc1nc2ncnc(NCc3ccco3)c2[nH]1 | -5 | x
O=C(Nc1ccc2nc(-c3cccs3)c(-c3cccs3)nc2c1)N1CCCCC1 | -17 | x
CCN(CC)S(=O)(=O)c1ccc(NC(=O)CSc2nnc3c(n2)[nH]c2ccccc23)cc1 | u | x
Cc1ccccc1OCC(=O)NCC(=O)OC(c1ccccc1)c1ccccc1 | -28 | x
O=C(NC1CC1)c1ccc2nc(-c3ccco3)c(-c3ccco3)nc2c1 | -18 | x
O=C(Nc1ccc2c(c1)CCC2)c1cnn2c1NC(=C1CC1)C=C2C(F)F | 9 | x
Cc1ccc(S(=O)(=O)N2CCN(c3nc(-c4cccs4)nc4ccccc34)CC2)cc1 | -10&17&-12 | x
Oc1ccc(Nc2nc(-c3ccc(Cl)cc3)nc3ccccc23)cc1 | -16 | x
O=C(Nc1ncnc2nc[nH]c12)c1ccccc1 | 16&-12 | x
CCCN1CNc2c(c(=O)[nH]c(=O)n2CCc2ccc(OC)c(OC)c2)C1 | 3 | x
CCn1c(C(=O)NCc2ccccc2Br)cc2oc3ccccc3c21 | -11 | x
COc1ccc(N2CCN(S(=O)(=O)c3ccc(OC)c(-c4noc(C)n4)c3)CC2)cc1 | -23 | x
O=C1c2ccccc2C(=O)N1c1cccc(N2C(=O)c3ccccc3C2=O)n1 | -13 | x
COc1ccc(OCCn2c(CCNC(=O)C3CCCCC3)nc3ccccc32)cc1 | 13 | x
O=c1oc2ccc(Br)cc2cc1-c1nc2c(s1)CCc1ccccc1-2 | 4 | x
CNC(=O)c1ccc2nc(-c3ccco3)c(-c3ccco3)nc2c1 | 5 | x
COc1nc(C#N)nc(N2CCCC2)n1 | 13 | x
c1ccc(CNc2ncnc3nc(N4CCOCC4)[nH]c23)cc1 | -2 | x
NC(=O)c1nsc(C(=O)N(CC(=O)NC2CCCCC2)Cc2ccc3c(c2)OCO3)c1N | 11 | x
CCCN1CNc2c(c(=O)[nH]c(=S)n2CCc2cc(OC)ccc2OC)C1 | 1 | x
COc1ccc(Br)cc1C1NC(c2ccc3c(c2)OCO3)=CC(c2ccccc2O)N1 (stereo not given) | -17 | x
COc1ccc(CN(Cc2ccccc2)C(=O)c2ccco2)cc1COc1ccc(NC(C)=O)cc1 | -21 | x
CC1CCc2nc(-c3cc4ccc(O)cc4oc3=O)sc2C1 (stereo not given) | -11 | x
CCN(CC)S(=O)(=O)c1ccc(NC(=O)[C@H](CSCc2ccccc2)N2Cc3ccccc3C2=O)cc1 | -7 | x
Cc1ccc(S(=O)(=O)Nc2cc(Br)cc3cccnc23)cc1 | 10 | x
O=S(=O)(c1ccc(Cl)cc1)N1CCN(c2nc(Nc3cc(Cl)ccc3O)nc3ccccc23)CC1 | i | x

Arranged by number of heavy atoms (lowest first): 6 of the compounds above
SMILES | Giardia kill | Coupling enz
Cc1ccc(-n2c(-c3ccccc3)nsc2=NC#N)cc1 | -6 | x
CCOC(=O)c1ccccc1Nc1cc(C)nc2nc(-c3ccco3)nn12 | u | x
O=C1c2ccccc2C(=O)N1c1cccc(N2C(=O)c3ccccc3C2=O)n1 | -13 | x
O=C(Nc1nnc(Cc2ccc(Cl)cc2)s1)C1CCN(C(=O)c2ccco2)CC1 | -25 | x
CC1(C)C2CCC1(C)C(NC(=O)COC(=O)c1ccc(S(C)(=O)=O)c([N+](=O)[O-])c1)C2 (stereo not given) | -3 | x
Cc1ccc(S(=O)(=O)N2CCN(c3cc(-c4cccs4)nc4ccccc34)CC2)cc1 | 6 | x

Further results.
SMILES | Giardia kill | Coupling enz
O=S(=O)(c1ccc2c(Cl)cccc2c1)N1CCN(c2nc(-c3cccs3)nc3ccccc23)CC1 | -7 | x
CS/C(=N\S(=O)(=O)c1ccc(F)cc1)c1ccccc1 | 3 | x
Nc1ccc2c(c1)C(=O)N(c1ccc3ccccc3c1)C2=O | 8 | x
CCCN1CNc2c(c(=O)[nH]c(=S)n2CCc2cccc(OC)c2OC)C1 | -16 | x
O=C(CNC(=O)c1ccccc1)OCC(=O)c1ccccc1 | -8 | x
OC[C@@H]1CCC[C@@H](n2cnc3c(=S)nc[nH]c32)O1 | -15 | x
CC1(C)OC(=O)C2(Cc3ccccc3N3CCCC32)C(=O)O1 (stereo not given) | -11 | x
C=CCn1c(SCC(N)=O)nc2ccccc2c1=O | -15 | x
O=S(=O)(c1ccc(Br)cc1)N1CCN(c2nc(-c3ccccc3)nc3ccccc23)CC1 | -14 | x
COc1ccc(C2Nc3ccccc3C(=O)N2c2ccccc2F)cc1COc1ccc(NC(C)=O)cc1 (stereo not given) | 14 | x
Cc1cccc(OCC(=O)Nc2nnc(S(=O)(=O)N3CCc4ccccc43)s2)c1 | 8 | x
Cc1ccccc1Nc1c(-c2ccccc2)nc2cccc(C)n12 | 8 | x
C=CCn1c(SCC)nc2ccccc2c1=O | 38[activator] | x
O=c1oc2ccc3ccccc3c2cc1-c1nc2c(s1)CCc1ccccc1-2 | 36[activator] | x
Oc1ccc(Br)cc1C1C=C(c2ccc3c(c2)OCO3)NC(c2ccc(Cl)cc2)N1 (stereo not given) | -7 | x
CCCCNC(=O)Cn1c(SCc2cccc(C)c2)nc2ccncc21 | u | x
CC(C)CC1C(=O)N2CCC[C@H]2[C@]2(O)O[C@](NC(=O)[C@@H]3C=C4c5cccc6[nH]c(Br)c(c56)C[C@H]4N(C)C3)(C(C)C)C(=O)N12 (stereo not given in full) | -1 | x
O=C(Nc1ccc2nc(-c3cccs3)c(-c3cccs3)nc2c1)N1CCCC1 | 6 | x
CCCN1C(=O)c2ccccc2NC1c1ccc(OC)c(COc2ccc([N+](=O)[O-])cc2)c1 (stereo not given) | 12 | x
Cc1ccc2[nH]c(=O)c(CN(CCO)Cc3nnnn3Cc3ccccc3)cc2c1 | -8 | x
Cc1ccc(NS(=O)(=O)c2ccc3[nH]c4c(c3c2)CCCCCC4)cc1Cl | 8 | x
CCOc1ccc(S(=O)(=O)N2CCN(c3nc(-c4ccccc4)nc4ccccc34)CC2)cc1 | -1 | x
CCC(C)NC(=O)c1ccc2nc(-c3ccco3)c(-c3ccco3)nc2c1 (stereo not given) | -9 | x
Cn1c2c(c3cnc4cc(Cl)ccc4c31)CNCC2 | -3 | x
COc1ccc(-c2nc(=N)sn2-c2ccccc2)cc1 | 5 | x
O=C(NCCc1nc2ccccc2n1CCCOc1ccc(Cl)cc1)C1CCCCC1 | 3 | x
CCCNC(=O)Cn1c(SCc2ccccc2C)nc2ccncc21 | -24 | x
Cc1ccc(Nc2nc(Nc3ccc(Cl)cc3)nc(N3CCOCC3)n2)cc1 | 0 | x
Cc1ccc2nc(-c3ccc(C)o3)c(Nc3ccc(F)cc3)n2c1 | 3 | x
O=C(NNc1ccccc1C(F)(F)F)c1sccc1Cl | -8 | x

Gathered by group: the entries above with a cyano group.
SMILES | Giardia kill | Coupling enz
N#CCCn1cc(CNCc2cccnc2)c(-c2ccccc2)n1 | -1 | x
Cc1ccc(-n2c(-c3ccccc3)nsc2=NC#N)cc1 | -6 | x
CNc1oc(/C=C/c2cc(OC)c(OC)c(OC)c2)nc1C#N | 8 | x
COc1nc(C#N)nc(N2CCCC2)n1 | 13 | x

Carrying on.
SMILES | Giardia kill | Coupling enz
O=[S+]([O-])([O-])c1ccc2c(c1)cc([S+](=O)([O-])[O-])c1nn(-c3ccc(/C=C/c4ccc(-n5nc6c([S+](=O)([O-])[O-])cc7cc([S+](=O)([O-])[O-])ccc7c6n5)cc4[S+](=O)([O-])[O-])c([S+](=O)([O-])[O-])c3)nc12 | -20 | x
CCCN1CNc2c(c(=O)[nH]c(=S)n2CCCc2ccccc2)C1 | 11 | x
Cc1cccc(C)c1OCCn1c(CCNC(=O)C2CCCCC2)nc2ccccc21 | -9 | x
N#Cc1ccc(S(=O)(=O)N2CCN(c3nc(-c4ccccc4)nc4ccccc34)CC2)cc1 | -17 | x
O=S(=O)(c1ccccc1)N1CCN(c2nc(-c3ccc(F)cc3)nc3cc(Cl)ccc23)CC1 | -6 | x
Cc1ccccc1OCC(=O)NCC(C)NC(=O)COc1ccccc1C (stereo not given) | 7 | x
NCCCN(Cc1ccc(Cl)c(Cl)c1)c1ccc(Br)cn1 | 0 | x
CN(Cc1ccccc1)c1nc(-c2ccc(F)cc2)cc(C(F)(F)F)n1 | -11 | x
Cc1ccccc1OCC(=O)NCC(=O)OCC(=O)c1ccc(-c2ccccc2)cc1 | 18 | x
Cc1ccc2[nH]c(=O)c(CN(Cc3ccco3)Cc3nnnn3Cc3ccccc3)cc2c1 | -24 | x
Cc1ccccc1Nc1c(-c2ccc(Cl)s2)nc2ccccn12 | 3 | x
Cc1ccc(S(=O)(=O)N2CCN(c3nc(-c4cccs4)nc4ncccc34)CC2)cc1 | 3 | x
O=c1c2ccccc2sn1-c1cc(S(=O)(=O)N2CCOCC2)ccc1N1CCCCC1 | 38[activator] | x
COCCn1c(=O)[nH]c2cc(C(=O)NCc3ccccc3Cl)ccc2c1=O | 1 | x
CN1CCN2c3ccccc3CC3(C(=O)OC(C)(C)OC3=O)C2C1 (stereo not given) | 7 | x
O=S(=O)(c1ccccc1Br)N1CCN(c2nc(-c3ccccc3)nc3ccccc23)CC1 | -10 | x
O=C1CCCC2=C1C(c1ccc(Cl)cc1)N=C(Nc1nc3ccccc3o1)N2 (stereo not given) | 5 | x
O=C1C[C@H](c2ccc3ccccc3c2)N1S(=O)(=O)c1ccccc1[N+](=O)[O-] | -2 | 7
O=S1(=O)C2CC3C=CC2(O3)C(O)C(Cc2ccccc2)N1Cc1cccc(C(F)(F)F)c1 (stereo not given) | -3 | -1
CCCCC(=O)N1C/C=C\C(c2ccc(OC)cc2)N(Cc2ccc(F)cc2)C(=O)C1Cc1ccccc1 (stereo not given) | 7 | -5
CC12CCC=CC1C(c1ccoc1)N(Cc1ccccc1)C2=O (stereo not given) | -9 | 7
C=C1C=CS(=O)(=O)N(C(CC(C)C)C(=O)OC)C1 (stereo not given) | 10 | -3
CCN(CC)C(=O)CC(c1ccc(OC)cc1)c1c(OC)cc(OC)c2c(-c3ccccc3)cc(=O)oc12 (stereo not given) | -10 | 0
CCC1CC=CC2C1C(=O)N(Cc1ccccc1)C2c1ccoc1 (stereo not given) | 15 | 2
COc1ccc(CNC(=O)c2ccc(C)cc2)cc1 | -22 | 2
C[C@@H](/C=C/c1ccc2ccccc2c1)C1COC(=O)C[C@H]1O (stereo not given in full) | 23 | 0
O=C1/C(=C\c2ccc(O)c(O)c2)Oc2c1ccc(O[C@@H]1O[C@H](CO)[C@@H](O)[C@H](O)[C@H]1O)c2O | 8 | -6
O=C(NCC1CC1)C1(C(F)(F)F)C/C(=C\CCO)CCCO1 (stereo not given) | -15 | 2
OB(O)c1ccc(Br)cc1 | -4 | 3
COc1ccc(C2CC(c3ccccc3)Oc3cc(C)c(Cl)c(C)c32)cc1 (stereo not given) | -3 | 1
COc1ccc(-c2ccc(C3C4C=CCC(C)C4C(=O)N3Cc3ccccc3)c(F)c2)cc1 (stereo not given) | 3 | -3
C=C[C@@H]1[C@@H](C)[C@H](C)C(=O)C([C@H](O)C(C)C)[C@@H]1C (stereo not given in full) | 0 | -3

Bioassay records (PubChem)

A portion of the library; the hit share may differ from the screen's.
